MT1-MMP act inh – blockers of MT1-MMP proenzyme processing, primary screen, HT1080 RFP-PRO-GFP cells, GFP/RFP fluorescence; GFP/RFP ratio fluorescence, overnight; percent of plate control window, DMSO zero; GFP/RFP ratio change, % at 20 µM; 360,000 tested, 0.061% active; AID 651647, 2012;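 active = GFP/RFP ratio change of at least 30% with cell ATP level not reduced by more than half and red fluorescence within 50% of control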; also: strong numbers were not always called active
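Compound: 20 µM single dose, 1% DMSO / System: HT1080 RFP-PRO-GFP cells / Controls: DMSO and RFP-L50D-GFP cell wells / Read-out basis: GFP/RFP fluorescence ratio / Schedule: overnight compound exposure at 37 °C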
MsrA act – bovine MsrA enzyme activators, primary screen, biochemical, absorbance, HTS. Methionine sulfoxide reductase A (Bos taurus). purified bovine MsrA, absorbance read-out. activation, % at 10.6 µM. 360,000 tested, 0.3% active. AID 602163, 2012; in the data active = activation above about 7.5%;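 also: 0% = vehicle and 100% = reference activator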
Rin1 Abl inh – inhibitors of Rin1-Abl protein binding, primary screen, biochemical, TR-FRET; Tyrosine-protein kinase ABL1 (Homo sapiens) + Ras and Rab interactor 1 (Homo sapiens), …; inhibition, % at 7.35 µM; 360,000 tested, 0.4% active; AID 588664, 2011; in the data active = inhibition above about 5%, passing the limit was not always enough
SKN-1 block – suppressors of acrylamide-induced Pgst-4::GFP reporter in worms, primary screen, SKN-1 inhibitor project, whole organism, uHTS, GFP/RFP fluorescence ratio, strain VP596; 360,000 tested, 0.49% active; C. elegans VP596 Pgst-4::GFP/RFP ratio, 24 h; inhibition, % at 21.8 µM; AID 624304, 2012;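 active = interference check ratio from 0.5 to 1.5 plus GFP to RFP signal ratio inhibition reaching or exceeding a fixed threshold, cut at about 30% in these data, passing the limit was not always enough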; also: some compounds called inactive have numbers as strong as hits
eLon inh – inhibitors of E. coli Lon protease, primary screen, biochemical, fluorescence polarization | inhibition, % at 7.94 µM | purified E. coli Lon protease | AID 602123, 2011 | P0A9M0 | 360,000 tested, 0.42% active; in the data active = inhibition above about 13%, passing the limit was not always enough;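 also: 0% = enzyme with probe and DMSO and 100% = no enzyme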
Neddyl block – inhibitors of cullin neddylation, primary screen, biochemical, TR-FRET, uHTS, NAE and Ubc12; 360,000 tested, 0.58% active; AID 651699, 2012; calls only at 25 µM; NEDD8-conjugating enzyme Ubc12 (Homo sapiens) + NEDD8-activating enzyme E1 regulatory …; in the data active = inhibition above about 36%
CendR NRP1 mod – modulators of CendR peptide binding to NRP-1, primary screen, biochemical, fluorescence polarization, uHTS. 360,000 tested, 0.85% active. AID 602438, 2012. FAM-RPARPAR peptide binding to NRP-1. inhibition, % at 25 µM. Neuropilin-1 (Homo sapiens), O14786;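 active = inhibition or corrected inhibition above about 18%, plus a signal ratio from 0.5 to 1.5, limit read from the data, passing the limit was not always enough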; also: strong numbers were not always called active
Target sequence (O14786 whole entry, looked up): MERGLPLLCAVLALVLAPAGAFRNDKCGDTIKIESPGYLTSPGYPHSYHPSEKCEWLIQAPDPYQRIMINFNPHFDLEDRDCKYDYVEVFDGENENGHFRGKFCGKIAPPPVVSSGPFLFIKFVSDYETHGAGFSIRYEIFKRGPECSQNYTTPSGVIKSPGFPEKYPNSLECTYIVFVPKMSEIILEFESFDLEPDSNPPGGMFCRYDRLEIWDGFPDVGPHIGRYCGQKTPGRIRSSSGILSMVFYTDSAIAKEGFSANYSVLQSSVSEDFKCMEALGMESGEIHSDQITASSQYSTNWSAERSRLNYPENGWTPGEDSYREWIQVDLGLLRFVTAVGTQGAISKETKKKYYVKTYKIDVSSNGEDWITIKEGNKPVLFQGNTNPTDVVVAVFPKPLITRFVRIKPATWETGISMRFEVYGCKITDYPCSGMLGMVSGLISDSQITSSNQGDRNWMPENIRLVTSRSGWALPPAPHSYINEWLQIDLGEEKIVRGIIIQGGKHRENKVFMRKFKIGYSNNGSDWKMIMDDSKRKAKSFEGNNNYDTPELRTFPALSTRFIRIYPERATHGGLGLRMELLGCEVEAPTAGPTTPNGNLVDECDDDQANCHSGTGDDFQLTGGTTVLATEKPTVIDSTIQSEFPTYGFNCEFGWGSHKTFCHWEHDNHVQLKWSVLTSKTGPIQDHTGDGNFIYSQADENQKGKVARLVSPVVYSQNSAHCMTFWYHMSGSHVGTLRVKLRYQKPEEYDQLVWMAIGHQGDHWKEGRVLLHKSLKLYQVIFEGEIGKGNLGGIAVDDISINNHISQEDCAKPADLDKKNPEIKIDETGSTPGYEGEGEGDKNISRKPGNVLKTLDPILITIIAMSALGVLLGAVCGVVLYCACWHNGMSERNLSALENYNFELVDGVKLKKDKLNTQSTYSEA
FAS TE block – FAS thioesterase domain inhibitors, primary screen, biochemical, fluorescence intensity, uHTS; Fatty acid synthase (Homo sapiens), P49327; recombinant FAS-TE, OMFH fluorogenic substrate, fluorescence endpoint; inhibition, % at 15 µM; 360,000 tested, 0.67% active; AID 602261, 2012;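 active = compounds whose normalised, plate-corrected inhibition of enzyme fluorescence in the single-dose primary screen is 50% or more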;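 also: 0% = DMSO with enzyme and 100% = substrate without enzyme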
MsrA inh – bovine MsrA enzyme inhibitors, primary screen, biochemical, absorbance, HTS; Methionine sulfoxide reductase A (Bos taurus); purified bovine MsrA, absorbance read-out; inhibition, % at 15.5 µM; 360,000 tested, 0.75% active; in the data active = inhibition above about 4.5%;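 also: 0% = vehicle wells with enzyme and 100% = reference inhibitor wells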
* marks the source's active call; other numbers are inactive results; & = joins results of further samples; ! = repeats disagree.

For COc1ccc(NC(=O)c2cc3c(s2)CCC3)cc1S(=O)(=O)N1CCOCC1 the results were MT1-MMP act inh -1, MsrA act -5, Rin1 Abl inh 1, SKN-1 block -6, eLon inh 1, Neddyl block inactive, CendR NRP1 mod -3, FAS TE block -1 and MsrA inh 0.4.
`Cc1c(C(=O)NCc2cccs2)oc2ccc(S(=O)(=O)N3CCOCC3)cc12` gave MT1-MMP act inh 4, MsrA act 2, Rin1 Abl inh 2, SKN-1 block -5, eLon inh -4, Neddyl block inactive, CendR NRP1 mod 10, FAS TE block 11 and MsrA inh -0.3.
`NC(=O)c1ccc(NC(=O)COC(=O)CCC(=O)c2ccc(Cl)cc2)cc1` gave MT1-MMP act inh 1, MsrA act -4, Rin1 Abl inh 0, SKN-1 block -1, eLon inh -4, Neddyl block inactive, CendR NRP1 mod 9, FAS TE block -6 and MsrA inh -0.8.
`O=C(CCn1c(=S)[nH]c2ccccc2c1=O)NCC1CCCO1` (configuration not stated) gave MT1-MMP act inh 1, MsrA act -2, Rin1 Abl inh 1, SKN-1 block -5, eLon inh 1, Neddyl block inactive, CendR NRP1 mod 4 and FAS TE block -4.
CCC(CCC(=O)NNC(=O)Cc1ccc([N+](=O)[O-])cc1)C(=O)O (configuration not stated) was read as MT1-MMP act inh 0, MsrA act 1, Rin1 Abl inh -2, SKN-1 block -1, eLon inh 0, Neddyl block inactive, CendR NRP1 mod -29, FAS TE block -1 and MsrA inh 1.8.
`Cc1ccc(C(C)C)c(OCc2ccc(-c3nnco3)cc2)c1` gave MT1-MMP act inh 0, MsrA act 0, Rin1 Abl inh 0, SKN-1 block 4, eLon inh 0, Neddyl block inactive, CendR NRP1 mod -7, FAS TE block 15 and MsrA inh 1.6.
`COc1ccc(-c2nn(CCC#N)cc2C(=O)Nc2cccc(C(=O)O)c2)cc1OC` gave MT1-MMP act inh 2, MsrA act -3, Rin1 Abl inh 3, SKN-1 block 0, eLon inh 2, Neddyl block inactive, CendR NRP1 mod -8, FAS TE block -4 and MsrA inh 1.2.
For CC1CCN(S(=O)(=O)c2ccc(NC(=O)c3ccncc3)cc2)CC1 the results were MT1-MMP act inh -5, MsrA act -2, Rin1 Abl inh -1, SKN-1 block 5, eLon inh -3, Neddyl block inactive, CendR NRP1 mod 10, FAS TE block 0 and MsrA inh 1.4.
Cc1ccc(C(=O)N(c2c(C)n(C)n(-c3ccccc3)c2=O)C(C)C)cc1 was read as MT1-MMP act inh -2, MsrA act -2, Rin1 Abl inh 3, SKN-1 block 10, eLon inh -4, Neddyl block inactive, CendR NRP1 mod 4 and FAS TE block -8.
`COC(=O)c1cn(CCOc2ccccc2)c2ccccc12` gave MT1-MMP act inh 0, MsrA act -5, Rin1 Abl inh -2, SKN-1 block 0, eLon inh 1, Neddyl block inactive, CendR NRP1 mod -8, FAS TE block 12 and MsrA inh 3.1.
CCCCCc1c(-c2ccccc2OC)ncn1CCc1ccccc1OC was read as MT1-MMP act inh 13, MsrA act -2, SKN-1 block -8, eLon inh -15, Neddyl block inactive, CendR NRP1 mod 5, FAS TE block 17 and MsrA inh 0.5.
For COc1ccc2nnc(-c3ccc(C(F)(F)F)cc3)n2n1 the results were MT1-MMP act inh 2, MsrA act 0, Rin1 Abl inh -4, SKN-1 block 6, eLon inh -18, Neddyl block inactive, CendR NRP1 mod 2, FAS TE block 1 and MsrA inh -0.6.

In the list so far, these have a halogen:
`NC(=O)c1ccc(NC(=O)COC(=O)CCC(=O)c2ccc(Cl)cc2)cc1` gave MT1-MMP act inh 1, MsrA act -4, Rin1 Abl inh 0, SKN-1 block -1, eLon inh -4, Neddyl block inactive, CendR NRP1 mod 9, FAS TE block -6 and MsrA inh -0.8.
For COc1ccc2nnc(-c3ccc(C(F)(F)F)cc3)n2n1 the results were MT1-MMP act inh 2, MsrA act 0, Rin1 Abl inh -4, SKN-1 block 6, eLon inh -18, Neddyl block inactive, CendR NRP1 mod 2, FAS TE block 1 and MsrA inh -0.6.

Returning to the listing, repeating the two entries before the break.
CCCCCc1c(-c2ccccc2OC)ncn1CCc1ccccc1OC was read as MT1-MMP act inh 13, MsrA act -2, SKN-1 block -8, eLon inh -15, Neddyl block inactive, CendR NRP1 mod 5, FAS TE block 17 and MsrA inh 0.5.
For COc1ccc2nnc(-c3ccc(C(F)(F)F)cc3)n2n1 the results were MT1-MMP act inh 2, MsrA act 0, Rin1 Abl inh -4, SKN-1 block 6, eLon inh -18, Neddyl block inactive, CendR NRP1 mod 2, FAS TE block 1 and MsrA inh -0.6.
Screening C=CCc1ccccc1OCC(O)CN1CCN(c2ccccc2OC)CC1 (configuration not stated) returned MT1-MMP act inh 2&2, MsrA act -2&-3, Rin1 Abl inh 7.4*!, SKN-1 block 9&10, eLon inh 1&-6, Neddyl block inactive, CendR NRP1 mod -7&16, FAS TE block 2&0 and MsrA inh -0.4&-1.6.
Screening CC(C)COc1cccc(C(=O)Nc2ccc(S(=O)(=O)N3CCOCC3)cc2)c1 returned MT1-MMP act inh -6, MsrA act -11, Rin1 Abl inh 3, SKN-1 block 5, eLon inh -2, Neddyl block inactive, CendR NRP1 mod 4, FAS TE block 26 and MsrA inh -0.8.
`CN(CC(=O)Nc1c(Cl)cccc1Cl)C(=O)c1cc2ccccc2cc1O` gave MT1-MMP act inh -8, MsrA act -8, Rin1 Abl inh 2, SKN-1 block 1, eLon inh 9, Neddyl block inactive, CendR NRP1 mod 8, FAS TE block -3 and MsrA inh -0.2.
Screening Nc1nc2c(Cl)cc(Cl)cc2s1 returned MT1-MMP act inh 0, MsrA act 0, Rin1 Abl inh 0, SKN-1 block 17, eLon inh -4, Neddyl block inactive, CendR NRP1 mod -7, FAS TE block -1 and MsrA inh -0.4.
CCOC(=O)c1c(N)sc(N)c1C(=O)OCC was read as MT1-MMP act inh -1, MsrA act -2, Rin1 Abl inh 0, SKN-1 block 15, eLon inh -1, Neddyl block inactive, CendR NRP1 mod -1, FAS TE block -14 and MsrA inh 0.3.
`NS(=O)(=O)c1ccc(NC(=O)CCCCCN2C(=O)c3ccccc3C2=O)cc1` gave MT1-MMP act inh -3, MsrA act -1, Rin1 Abl inh -2, SKN-1 block 7, eLon inh 6, Neddyl block inactive, CendR NRP1 mod 11, FAS TE block -4 and MsrA inh 0.8.
Screening COC(=O)/C(C#N)=C\c1c(OC)[nH]c2ccccc12 returned MT1-MMP act inh 4, MsrA act -3, Rin1 Abl inh -6, SKN-1 block 13, eLon inh 2, Neddyl block inactive, CendR NRP1 mod 7, FAS TE block -4 and MsrA inh -0.8.
For Cc1ccc(C)c(C(=O)NC(C)c2ccc(-n3ccnc3)cc2)c1 (configuration not stated) the results were MT1-MMP act inh 0, MsrA act -2, Rin1 Abl inh 1, SKN-1 block 4, eLon inh 5, Neddyl block inactive, CendR NRP1 mod 16, FAS TE block 1 and MsrA inh -1.4.
COc1ccc(-c2cc(C(=O)N3CC(C)CC(C)C3)c3ccccc3n2)cc1OC (configuration not stated) was read as MT1-MMP act inh -2, MsrA act -1, Rin1 Abl inh 3, SKN-1 block 11, eLon inh -2, Neddyl block active, CendR NRP1 mod -9, FAS TE block 14 and MsrA inh 2.4.
`OCCNC1=NCCN1` gave MT1-MMP act inh -7, MsrA act 5, Rin1 Abl inh 0, SKN-1 block -27, eLon inh -3, Neddyl block inactive, CendR NRP1 mod -7, FAS TE block -6 and MsrA inh 0.2.
`CC(C)(C)C(=O)Nc1ccc(-c2nc3ccccc3c(=O)o2)cc1` gave MT1-MMP act inh -8, MsrA act -8, Rin1 Abl inh -4, SKN-1 block 4, eLon inh -8, Neddyl block inactive, CendR NRP1 mod 2, FAS TE block 3 and MsrA inh 3.1.
`CC1CCc2c(sc(NC(=O)c3cccn3C)c2C(N)=O)C1` (configuration not stated) gave MT1-MMP act inh -5, MsrA act -3, Rin1 Abl inh -4, SKN-1 block 2, eLon inh -31, Neddyl block inactive, CendR NRP1 mod -40, FAS TE block 9 and MsrA inh 0.0.
O=C(CN1CCN(c2ccc(Cl)cc2)CC1)Nc1ccc(F)cc1 was read as MT1-MMP act inh 6, MsrA act -12, Rin1 Abl inh 4, SKN-1 block -3, eLon inh -1, Neddyl block inactive, CendR NRP1 mod 5, FAS TE block 3 and MsrA inh 2.7.
CC(C)OCCCNC(=O)NC(=O)c1ccc(Cl)cc1 was read as MT1-MMP act inh 1, MsrA act 0, Rin1 Abl inh -3, SKN-1 block 5, eLon inh -4, Neddyl block inactive, CendR NRP1 mod 0, FAS TE block 0 and MsrA inh 0.0.
`CCOCCOC(=O)C(C)Oc1ccc(Oc2nc(Cl)ccc2Cl)cc1` (configuration not stated) gave MT1-MMP act inh -1, MsrA act -1, Rin1 Abl inh 1, SKN-1 block -9, eLon inh 3, Neddyl block inactive, CendR NRP1 mod 10, FAS TE block 15 and MsrA inh 3.8.
Screening COc1ccc(N2CCN(CCNS(=O)(=O)c3ccc(C)cc3)CC2)cc1 returned MT1-MMP act inh 4, MsrA act -9, Rin1 Abl inh -1, SKN-1 block 2, eLon inh 2, Neddyl block inactive, CendR NRP1 mod -1, FAS TE block 0 and MsrA inh -1.4.
COC(=O)c1cc(NC(=O)C2COc3ccccc3O2)ccc1Cl (configuration not stated) was read as MT1-MMP act inh 1, MsrA act -1, Rin1 Abl inh -4, SKN-1 block 13, eLon inh -3, Neddyl block inactive, CendR NRP1 mod -4, FAS TE block 18 and MsrA inh -1.5.
Screening COC(=O)Nc1nnc(-c2ccccc2Cl)s1 returned MT1-MMP act inh 8, MsrA act 5, Rin1 Abl inh -3, SKN-1 block 9, eLon inh -4, Neddyl block inactive, CendR NRP1 mod 5, FAS TE block -6 and MsrA inh 1.0.
Cc1ccc(OCCCN2CCCC2)c(C)c1 was read as MT1-MMP act inh 1, MsrA act 1, Rin1 Abl inh 2, SKN-1 block -3, eLon inh -3, Neddyl block inactive, CendR NRP1 mod -16, FAS TE block -4 and MsrA inh 0.1.
C=CCNc1ncnc2c1ncn2[C@H]1CN(Cc2ccc(F)cc2)C[C@@H](CO)O1 was read as MT1-MMP act inh 4, MsrA act -6, Rin1 Abl inh 4, SKN-1 block -6, eLon inh 1, Neddyl block inactive, CendR NRP1 mod 2, FAS TE block -13 and MsrA inh -0.9.
COc1ccc(OC)c(NC(=O)CN(Cc2ccccc2)S(C)(=O)=O)c1 was read as MT1-MMP act inh -3, MsrA act -2, Rin1 Abl inh 4, SKN-1 block 4, eLon inh 0, Neddyl block inactive, CendR NRP1 mod 19, FAS TE block -2 and MsrA inh -0.4.
`Cc1ccc(N2CC(C(=O)N3CCCCCC3)CC2=O)cc1` (configuration not stated) gave MT1-MMP act inh -1, MsrA act -4, Rin1 Abl inh 0, SKN-1 block 3, eLon inh 2, Neddyl block inactive, CendR NRP1 mod -10, FAS TE block -7 and MsrA inh -0.2.
For Cc1cc(NC(=O)c2c(-c3ccccc3Cl)noc2C)no1 the results were MT1-MMP act inh 1, MsrA act -6, Rin1 Abl inh -3, SKN-1 block 0, eLon inh 1, Neddyl block inactive, CendR NRP1 mod -1, FAS TE block -6 and MsrA inh 0.2.

High-throughput results: PubChem BioAssay, several laboratories
